TTR transcr act: increases transthyretin transcription; SH-SY5Y TTR promoter Gaussia luciferase, luminescence; 100% = recombinant luciferase protein wells; activation, % at 16.7 µM; actives 1.3% (n = 92,000);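 active = activation above the mean of all tested compounds plus 3 SD, cut at about 9.5% in these data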;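 also: cells exposed to compounds for one day before reading; 0% = median of all test compound wells on the plate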
Starred values were filed as active, the others as inactive. These rows are one share of the data (hit frequency here may not be typical).

SMILES | TTR transcr act
O=[N+]([O-])c1ccc(CS(=O)c2ccccc2)cc1 (stereo not drawn) | 2.3
O=c1c(CN2CCN(c3ccccn3)CC2)coc2ccccc12 | 1.2
COc1ccc(NC(=O)c2sc3nc(N4CCCC4)c4c(c3c2N)CC(C)(C)OC4)c(OC)c1 | 1.7
Cc1ccc(-c2nc3ccccc3s2)cc1NC(=S)NC(=O)/C=C/c1ccco1 | 2.0
Nc1nc(SCc2ccccc2)c2ncn(Cc3ccccc3)c2n1 | -3.4
CC(C)(C)n1nc2c(c1NC(=O)COc1ccc3ccccc3c1)CS(=O)(=O)C2 | 6.0
CCOC(=O)C1CCCN(c2c(NCC3CCCN3CC)c(=O)c2=O)C1 (stereo not drawn) | 1.1
CCCn1nnc(NC(=O)/C=C/c2cc(Br)ccc2OC)n1 | -1.1
COc1ccc(CC(=O)Nc2nnc(C(C)(C)C)s2)cc1OC | 2.7
Cc1c(C#N)sc(C(N)=O)c1C | -1.2
Cn1cccc1/C=N\NC(=O)C1COc2ccc(C(C)(C)C)cc2O1 (stereo not drawn) | 0.4
COC(=O)[C@]12C[C@H](CC(=O)NCc3cccc4ccccc34)C(=O)N(Cc3cccc4ccccc34)C1=C[C@H](C1CCCC1)O[C@@H]2C | 1.5
C#CCN(C[C@H]1[C@H](OC(=O)NC2CCCC2)[C@H](OC(=O)NC2CCCC2)C[C@H]2C(=O)N(c3ccccc3)C(=O)[C@@H]12)S(=O)(=O)c1ccc(C)cc1 | 6.9
O=C(Nc1cccc(Cl)c1)NC1CC2CCC1C2 (stereo not drawn) | 0.5
Cc1cc(C)n(-c2ccc(NC(=O)C3CCCCN3C(=O)c3ccc(C)s3)cc2)n1 (stereo not drawn) | 1.7
O=C(NNS(=O)(=O)c1ccccc1Cl)C1COc2ccccc2O1 (stereo not drawn) | -2.8
Cc1ccc(CNS(=O)(=O)c2ccc3c(c2)N(C)CCO3)cc1 | 2.1
O=C(CSc1n[nH]c(Cc2ccccc2)n1)Nc1ccccc1Br | -1.5
N#Cc1nc(COc2ccc(Cl)cc2Cl)oc1N1CCOCC1 | 1.4
O=S(=O)(NC1CC2CCC1C2)c1ccc(Cl)cc1 (stereo not drawn) | 0.8

The closing 4 compounds of the part before open the next one.
SMILES | TTR transcr act
Cc1ccc(CNS(=O)(=O)c2ccc3c(c2)N(C)CCO3)cc1 | 2.1
O=C(CSc1n[nH]c(Cc2ccccc2)n1)Nc1ccccc1Br | -1.5
N#Cc1nc(COc2ccc(Cl)cc2Cl)oc1N1CCOCC1 | 1.4
O=S(=O)(NC1CC2CCC1C2)c1ccc(Cl)cc1 (stereo not drawn) | 0.8
COc1ccc(Cl)cc1NC(=O)C1CCN(C(=O)Nc2ccccc2)CC1 | -0.6
CC1CN(S(=O)(=O)c2cccc(C(F)(F)F)c2)CC(C)O1 (stereo not drawn) | 0.9
Cc1ccc(C(=O)NCC2CCCO2)cc1[N+](=O)[O-] (stereo not drawn) | -1.4
Cc1ccc(S(N)(=O)=O)cc1NC(=O)c1ccc2c3c(cccc13)CC2 | 1.3
O=C(Nc1nnc(S(=O)(=O)Nc2ccccc2)s1)c1ccccc1Cl | -2.6
COc1ccc(C(C)=O)cc1CSc1nncn1C | -1.1
C=CC[C@H](CC(=O)N(CCO)Cc1ccccc1)C(=O)N[C@H](COC(=O)[C@H](CC=C)CC(=O)OC(C)(C)C)Cc1ccccc1 | -3.3
CC(C)COc1ccc(-c2nn(-c3ccccc3)cc2/C=C2/SC(=S)N(CC(=O)O)C2=O)cc1 | -0.1
CC1(C)Cc2ccccc2-c2nc(NN)[nH]c(=O)c21 | -2.9
O=C(NCc1ccco1)C(c1cccnc1)N(C(=O)Cn1nnc2ccccc21)c1ccccc1 (stereo not drawn) | 2.0
CCN(CC)c1ccc(/C=N/NC(=O)c2ccc3nc[nH]c3c2)cc1 | 1.3
Cc1ccccc1-c1nnn(CC(=O)Nc2ccc3c(c2)OCCO3)n1 | 2.8
S=C(NCCSCc1ccc(Cl)cc1Cl)Nc1ccccc1 | 3.0
Cn1c(Cc2cccs2)nnc1SCC(=O)Nc1ccccc1 | -1.8
COC(=O)C1=C(C)N=C2SCCC(=O)N2C1c1ccc(C(=O)OC)cc1 (stereo not drawn) | 16*
O=C(NCC1OCCc2ccccc21)c1ccc(NC(=O)c2ccc(Cl)cc2)cc1 (stereo not drawn) | 0.6
Cc1ccc(CNC(=O)CS(=O)(=O)Cc2nc(-c3ccc(C)cc3)oc2C)cc1 | -0.2
Cn1c(SCC(=O)Nc2ccc(F)cc2)nnc1-c1cccnc1 | 0.1
Cc1nnc(SCC(=O)NNC(=O)c2ccco2)n1-c1ccccc1 | 8.1
Cc1ccc(S(=O)ONc2cccc(NOS(=O)c3ccc(C)cc3)c2)cc1 (stereo not drawn) | -1.3
Cn1c(CNc2ccccn2)c(C#N)c2ccccc21 | -0.7
CC(/C=C/c1ccccc1)=N/NC(=O)c1cc([N+](=O)[O-])cc([N+](=O)[O-])c1 | -1.2
O=C(Nc1nnc(CCc2ccccc2)s1)c1ccc(F)cc1 | 1.4
CCn1c(Cc2ccc(OC)cc2)nnc1SCC(=O)NC1CC1 | 4.0
CCc1ccc2c(c1)CCCN2C(=O)c1ccccc1C(=O)O | 2.0
Cc1cc(C)nc(SCC(=O)Nc2ccc(S(=O)(=O)Nc3cc(C)on3)cc2)n1 | 4.0
COc1ccc(NC(=O)c2nn(C)c(=O)c3ccccc23)cc1S(=O)(=O)Nc1ccccc1Cl | 0.3
CC1=C(C(=O)OC(C)C)C(c2c(O)ccc3ccccc23)NC(=O)N1 (stereo not drawn) | -0.1
Cc1oc2c(O)c(O)ccc2c(=O)c1-c1cnn(-c2ccccc2)c1 | 1.5
N#Cc1cccn1-c1nccc(-c2cccs2)n1 | -0.8
Cc1ccc(-c2csc3ncn(CC(=O)N4CCOCC4)c(=O)c23)cc1C | -0.8
CC(C)CC(C(=O)OCC(=O)Nc1cccc(Cl)c1)N1C(=O)C2CC=CCC2C1=O (stereo not drawn) | 2.2
Cn1cc(S(=O)(=O)CC(=O)Nc2ccc(Br)cc2)c2ccccc21 | -0.2
O=S1(=O)c2c(cccc2N2CC[C@H](O)C2)O[C@@H]2CCN1C2 | 2.7
O=[N+]([O-])c1ccc(C=NNC(=S)NN=Cc2ccc([N+](=O)[O-])cc2)cc1 | 2.7
O=C(CNC(=O)c1ccc(S(=O)(=O)N2CCCCC2)cc1)N/N=C/c1ccco1 | 2.4
c1ccc(Cn2nnc3ccccc32)cc1 | 3.0
CC(=O)CSc1ncnc2scc(-c3ccc(F)cc3)c12 | 4.6
C=CCn1c(SCC(=O)Nc2cccc(S(N)(=O)=O)c2)nnc1C1CCCCC1 | 0.0
O=S(=O)(c1cccc(-c2nc3n(n2)Cc2ccccc2-3)c1)N1CCCC1 | -1.3
CC(C)[C@H](NC(=O)C1CCN(S(=O)(=O)c2ccccc2)CC1)C(=O)NCc1ccccn1 | 0.8
CC(=O)c1cccc(N(C(=O)CNC(=O)c2cccs2)C(C(=O)NCC2CCCO2)c2ccccc2)c1 (stereo not drawn) | 1.2
O=C(Cn1c(=O)c2cccn2c2cccnc21)NCCCN1CCN(c2ccc(Cl)cc2)CC1 | -0.6
CCCCC(=O)NCCNc1nc2c(c(=O)n(C)c(=O)n2C)n1Cc1ccc(F)cc1 | 14*
CCCCNc1c(NC(C)=O)c(=O)oc2ccccc12 | -0.3
COC(=O)c1ccc(OCC(=O)c2ccc(C)c(C)c2)cc1 | 0.6
COc1cc(C(=O)N=c2sc3ccccc3n2C)cc(OC)c1OC | -3.1
Cc1ccc(SCC(=O)Nc2ccccc2C(=O)N2CCOCC2)cc1 | -1.7
COc1ccc(NC(=O)CN(C)C(=O)c2oc3c(ccc4ccccc43)c2C)cc1 | 0.2
O=C(Nc1ccnn1C1CCN(Cc2cccc(OCCO)c2)CC1)C1CCOC1 (stereo not drawn) | 2.6
O=C(COc1ccc2c3c(c(=O)oc2c1)CCCC3)N[C@@H](Cc1ccccc1)C(=O)O | -2.8
Cn1nc(NC(=O)C2CCC2C(=O)O)c2c(F)cccc21 (stereo not drawn) | 5.2
CCN1CCN(c2nc(Nc3cccc(F)c3)nc(N)c2[N+](=O)[O-])CC1 | -1.1
CCOC(=O)c1cc(S(=O)(=O)N2CCc3ccccc32)cn1C | -2.2
COc1ccc(C(=O)N2c3ccccc3C=CC2C#N)cc1 (stereo not drawn) | -0.1
CCC1CCCCN1CC(=O)c1c(C)[nH]c2ccc(OC)cc12 (stereo not drawn) | 4.9
O=C(CN1C(=O)NC(c2ccccc2)(c2ccccc2)C1=O)NCC(=O)Nc1ccc(F)cc1 | 2.2
COc1ccc(-c2cc(CCC(=O)N3CCN(c4cc(C)ccc4C)CC3)[nH]n2)cc1 | -2.6
CCC(=O)Nc1sc2c(c1C(N)=O)CCN(C(C)=O)C2 | -0.7
CCN(CC)S(=O)(=O)c1cccc(C(=O)c2c(C)cc3ccccn23)c1 | -0.3
(next part)
SMILES | TTR transcr act
CCOC(=O)C1(C)CCN1C(=O)c1ccc(C(=O)OC)cc1 (stereo not drawn) | 0.6
O=c1cc(-c2cccc3ccccc23)[nH][nH]1 | 3.1
Cc1cc(Oc2ccc(=O)n(C)n2)nc(SCC(N)=O)n1 | -1.4
COc1cc(NC(=O)c2ccc3snnc3c2)cc(OC)c1 | -1.4
O=C(NNc1nc2cc3c(cc2s1)OCO3)c1cccc(F)c1 | -1.3
COC(=O)C1=NN(c2ccccc2)C2C(=O)N(c3ccccc3OC)C(=O)C12 (stereo not drawn) | -1.4
Cc1ccccc1N1CC(C(=O)N2CC(C)OC(C)C2)CC1=O (stereo not drawn) | 1.4
COc1ccc2cc(CN(CC3CCCO3)C(=S)NCc3ccco3)c(=O)[nH]c2c1 (stereo not drawn) | -0.1
O=C(Nc1ccc2oc(-c3ccccc3)nc2c1)c1ccccc1F | -1.5
COc1ccc(Br)c(C(=O)NC(C)(C)CO)c1 | -0.9
O=C(CCNS(=O)(=O)c1cccs1)NCc1cccs1 | 4.5
CC(NC(=O)c1cc2ccccc2o1)c1ccccc1 (stereo not drawn) | -0.6
Cc1ccc(NC(=S)N(N)CCO)cc1 | 3.8
COc1ccc(N(C(=O)c2ccco2)C(C(=O)NC2CCCC2)c2ccco2)cc1OC (stereo not drawn) | 0.5
Cc1ccc(N(C(=O)c2snc(C(N)=O)c2N)C(C(=O)NC2CCCC2)c2ccncc2)cc1 (stereo not drawn) | -0.3
CC(=O)c1c(C)n(-c2ccc(C)cc2)c2ccc(O)cc12 | 0.2
CN(CCc1ccccc1)C(=O)c1cccc(NC(=O)Cc2cccc(NC(=O)C3CCCN(C(=O)C4CCC4)C3)c2)c1 (stereo not drawn) | -0.7
COCCNC(=O)C1CC(c2ccc([N+](=O)[O-])cc2)=NO1 (stereo not drawn) | -0.1
CCCCC1S/C(=N/N=C/c2ccco2)NC1=O (stereo not drawn) | -0.1
COCCCNC(=O)CCn1c(=O)c2ccccc2n(CC(=O)NCCc2ccc(OC)c(OC)c2)c1=O | -1.5
O=C(/C=C/c1ccccc1)Nc1ccc(CN2CCOCC2)cc1 | 0.0
CC(C)NC(=S)NNc1ncnc2sc3c(c12)CC(C)(C)OC3 | -0.2
Cn1c(N)c(C(=O)CSc2nnc(N)s2)c(=O)n(C)c1=O | 3.1
Cc1c(C(=O)C(=O)NCc2cccs2)c2ccccc2n1C | 0.8
CC1CCCC(NC(=S)Nc2ccc(SC(F)F)cc2)C1C (stereo not drawn) | -1.8
O=S1(=O)C[C@H]2NC(=S)N(c3ccccc3)[C@H]2C1 | 2.2
CC1=C(C(=O)N2CCOCC2)CC(CC(=O)NCc2cccs2)C(=O)N1Cc1ccc(F)cc1 (stereo not drawn) | -0.6
NC(=O)c1oc2ccccc2c1NC(=O)c1ccccc1 | -0.9
Cc1cccc(NC(=O)c2ccc([N+](=O)[O-])s2)c1C | 2.0
O=C(CSc1oc(-c2ccco2)nc1S(=O)(=O)c1ccccc1)NCC1CCCO1 (stereo not drawn) | 12*
COc1ccc(N=C2S/C(=C\c3ccc(Cl)c([N+](=O)[O-])c3)C(=O)N2CCN(C)C)cc1 | -5.6
c1ccc(-c2nccc(-c3ccco3)n2)nc1 | 1.8
Cc1cc(SCCC(=O)O)nc2c(C)cccc12 | -0.1
O=C(NN1CCOCC1)c1cccc2ccccc12 | -1.5
CCCc1c(C(=O)NNc2ccccc2OC)cnn1-c1ccccc1 | 12*
CCCOc1ccccc1N1C(=O)CC(N(O)c2ccccc2)C1=O (stereo not drawn) | -1.1
O=C(Nc1cccc(NC(=O)c2ccco2)c1)c1ccc2c(c1)OCCO2 | -1.2
Cc1csc(NC(=O)CSc2nnc(Cc3cccn3C)n2-c2ccc(F)cc2)n1 | 0.4
COc1cc(NC(=O)COc2ccc(-n3ccnc3)cc2)cc(OC)c1 | -1.4
O=c1[nH][nH]c2cc([N+](=O)[O-])ccc12 | 0.1

Of the compounds above, 13 have a furan ring, fused or not.
SMILES | TTR transcr act
Cc1ccc(-c2nc3ccccc3s2)cc1NC(=S)NC(=O)/C=C/c1ccco1 | 2.0
O=C(NCc1ccco1)C(c1cccnc1)N(C(=O)Cn1nnc2ccccc21)c1ccccc1 (stereo not drawn) | 2.0
Cc1nnc(SCC(=O)NNC(=O)c2ccco2)n1-c1ccccc1 | 8.1
O=C(CNC(=O)c1ccc(S(=O)(=O)N2CCCCC2)cc1)N/N=C/c1ccco1 | 2.4
COc1ccc(NC(=O)CN(C)C(=O)c2oc3c(ccc4ccccc43)c2C)cc1 | 0.2
COc1ccc2cc(CN(CC3CCCO3)C(=S)NCc3ccco3)c(=O)[nH]c2c1 (stereo not drawn) | -0.1
CC(NC(=O)c1cc2ccccc2o1)c1ccccc1 (stereo not drawn) | -0.6
COc1ccc(N(C(=O)c2ccco2)C(C(=O)NC2CCCC2)c2ccco2)cc1OC (stereo not drawn) | 0.5
CCCCC1S/C(=N/N=C/c2ccco2)NC1=O (stereo not drawn) | -0.1
NC(=O)c1oc2ccccc2c1NC(=O)c1ccccc1 | -0.9
O=C(CSc1oc(-c2ccco2)nc1S(=O)(=O)c1ccccc1)NCC1CCCO1 (stereo not drawn) | 12*
c1ccc(-c2nccc(-c3ccco3)n2)nc1 | 1.8
O=C(Nc1cccc(NC(=O)c2ccco2)c1)c1ccc2c(c1)OCCO2 | -1.2
